# RXFP1 antagonist = blocks the human relaxin receptor RXFP1 | Q9HBX9 | HEK293-RXFP1, relaxin-stimulated cAMP HTRF, 30 min; active compounds read low | activity change, negative = inhibition, % at 57.5 µM | actives 0.59% (n = 350,000) | AID 1259400;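 active means activity change of -60% or lower, but not beyond a set lower limit; inconclusive means change between -60% and -40%, or beyond the set limit; inactive means change above -40%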; further: on the % scale 0 is the no-effect control and ±100 the full control effect
# Target sequence (Q9HBX9 whole entry, looked up): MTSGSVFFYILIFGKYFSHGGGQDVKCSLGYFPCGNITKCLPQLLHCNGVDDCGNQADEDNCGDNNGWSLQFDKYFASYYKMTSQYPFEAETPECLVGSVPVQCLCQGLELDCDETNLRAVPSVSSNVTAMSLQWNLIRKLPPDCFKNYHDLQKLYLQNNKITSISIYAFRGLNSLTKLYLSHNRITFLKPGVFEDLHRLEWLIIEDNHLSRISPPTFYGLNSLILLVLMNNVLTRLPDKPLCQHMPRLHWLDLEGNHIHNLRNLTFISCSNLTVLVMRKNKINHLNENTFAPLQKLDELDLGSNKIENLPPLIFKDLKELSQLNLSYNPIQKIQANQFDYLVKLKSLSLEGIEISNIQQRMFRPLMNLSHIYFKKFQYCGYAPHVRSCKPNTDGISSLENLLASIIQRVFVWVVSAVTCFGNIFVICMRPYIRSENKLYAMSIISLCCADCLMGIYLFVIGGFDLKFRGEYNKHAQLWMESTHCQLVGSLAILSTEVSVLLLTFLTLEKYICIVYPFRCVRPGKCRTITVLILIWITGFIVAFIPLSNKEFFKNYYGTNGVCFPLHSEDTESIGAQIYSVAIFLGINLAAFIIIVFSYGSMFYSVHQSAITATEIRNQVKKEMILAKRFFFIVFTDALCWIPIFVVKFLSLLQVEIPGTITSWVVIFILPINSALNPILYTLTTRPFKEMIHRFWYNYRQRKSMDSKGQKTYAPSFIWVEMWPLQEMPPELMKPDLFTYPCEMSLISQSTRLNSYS
# D1 ag = human D1 receptor agonism. activation, % at 2 µM. HEK293 T-REx D1 cells, calcium flux, agonist mode. actives 1% (n = 360,000). AID 504660; in the data active means activation above about 30%; further: 0% is about no effect
#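 Inducible HEK293 T-REx D1 cells, force-coupled to calcium signalling, were plated at 4000 cells/well with tetracycline and held overnight at 30 C. After no-wash calcium dye loading, compound-evoked calcium rise over 180 s flagged agonists.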
# TRHR PAM = allosteric enhancers of human TRH receptor; P34981; AID 493056; TRHR cells, fluo-8 calcium fluorescence, EC20 TRH enhancement; enhancement, % at 2 µM; actives 0.66% (n = 360,000); in the data active means enhancement above about 30%; further: 0% is about no effect
#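 Enhancer read-out: after compound pinning and an initial kinetic agonist-mode read, an EC20 of TRH (10 nM final) was injected and fluo-8 calcium signal (Ex 480/Em 530) followed at 1 s/cycle for 100 cycles in TRHR-expressing cells.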
# TRHR agonist = activates the human TRH receptor. P34981. TRHR cells, calcium flux fluo-8, FDSS agonist mode. activation, % at 2 µM. actives 0.18% (n = 360,000); in the data active means activation above about 30%; further: 0% is about no effect
#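 In this calcium-flux screen, cells bearing human TRHR are dye-loaded with fluo-8, baselined for 10 cycles, then exposed to library compounds; positive kinetic calcium responses during the agonist phase mark hits, with TRH as control.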
# D2 potentiator = positively modulates the human D2 dopamine receptor allosterically; HEK293 T-REx D2, calcium flux, EC20 dopamine potentiation; potentiation, % at 10 µM; actives 0.34% (n = 340,000); AID 485347;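 active means potentiation over 3 SD above the plate norm, cut at about 30% in these data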; further: 0% is about no effect
#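 Primary screen. Calcium kinetics in induced HEK293 T-REx D2 cells: compound pre-addition 180 s, EC20 dopamine, 180 s more.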
# RXFP1 agonist = agonists of human relaxin receptor RXFP1. HEK293T-RXFP1 cAMP TR-FRET, 30 min; response scale: percent of porcine relaxin response, buffer zero. Potency, µM (titrated, usually from 57.5 µM), without a hit: at the highest dose activation, usual class: activators. actives 0.3% (n = 370,000); further: potency means the concentration at half of the fitted maximal effect; on the % scale 0 is the no-effect control and ±100 the full control effect; nearly all actives have a fitted effect of over 60% in size; many of its hits are not listed in these tables
#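 HEK293T cells stably expressing RXFP1 were pretreated with the PDE4 inhibitor Ro 20174, exposed to compounds for 30 min at 37C, lysed, and cAMP was read by TR-FRET. Data normalized to buffer (basal) and 29 nM porcine relaxin (100%).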
# D1 antag = human D1 dopamine receptor antagonism; HEK293 TREx D1 cells, calcium flux, dopamine EC80; active compounds read low; activity change, negative = inhibition, % at 10 µM; actives 3.2% (n = 360,000); AID 504652; in the data active means activity change below about -30%; further: on the % scale 0 is the no-effect control and ±100 the full control effect
#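 HEK293 T-REx cells expressing inducible, force-coupled D1 receptor; no-wash Ca dye, 30–90 min RT. Cmpd → 180 s read at 1 Hz → EC80 DA → 180 s read.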
# Apoferritin bind = binds horse apoferritin like a general anesthetic; P02791; apoferritin/1-aminoanthracene competitive binding, fluorescence; Potency, µM (top dose mostly 77.5 µM), without a hit: at the highest dose activity change, negative = displacement, usual class: inhibitors; actives 0.074% (n = 350,000); further: potency means the concentration at half of the fitted maximal effect; on the % scale 0 is the no-effect control and ±100 the full control effect; nearly all actives have a fitted effect of over 20% in size
# Target sequence (P02791 2-175 limits assumed): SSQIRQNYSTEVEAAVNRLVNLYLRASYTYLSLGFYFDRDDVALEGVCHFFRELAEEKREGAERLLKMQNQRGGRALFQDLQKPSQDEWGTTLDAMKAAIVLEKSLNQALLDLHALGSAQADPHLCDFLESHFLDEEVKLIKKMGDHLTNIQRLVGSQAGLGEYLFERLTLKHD
#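 Horse-spleen apoferritin (10 uM) was mixed with 50% saturated 1-aminoanthracene in PBS, exposed to compounds for 10 min at room temperature, and read for fluorescence (ex 380 nm, em 535 nm). Competitive displacement was fitted with a four-parameter Hill equation.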
# D1 PAM = potentiators of human D1 dopamine receptor; P21728; HEK293 TREx D1 cells, calcium flux, dopamine EC20 potentiation; potentiation, % at 10 µM; actives 0.036% (n = 360,000); in the data active means potentiation above about 30%; further: 0% is about no effect
# * hit, by the source's call; ? = inconclusive; / = not tested or not shown. Unless noted, the call rests on the fitted dose curve; in most records, active means well fitted curve in the direction sought with a large enough effect; inconclusive means small, poorly fitted or top-dose-only effect, or another doubt; inactive means no such curve, though single readings can be large; an effect the other way counts as inactive or inconclusive. Only part of the results is shown, so the mix of outcomes need not match the whole.
1) CCN(C(=O)COC(=O)/C(C#N)=C/c1ccc(OC)cc1)C1CCS(=O)(=O)C1 (stereo not drawn)
2) CCOC(=O)N(C)OC(=O)Nc1ccc(Cl)c(Cl)c1
3) COc1ccc(/C=C2/SC(=S)NC2=O)cc1OCc1ccccc1
4) CC(=O)N1CCN(Cc2nc3cc(NC(=O)Nc4ccccc4)ccc3n2C)CC1
5) CCC(C(=O)Nc1cccc(C(=O)O)c1)c1ccccc1 (stereo not drawn)
6) COc1cc2nc(CN(C)Cc3ccc(C(C)(C)C)cc3)[nH]c(=O)c2cc1OC
7) Cc1ccc2nc(-c3ccc(NS(=O)(=O)c4ccc(F)c(F)c4)cc3)sc2c1
8) O=C(CC1C(=O)NCCN1C(=O)Nc1ccc(F)cc1)Nc1ccc(F)cc1 (stereo not drawn)

assay / compound	1	2	3	4	5	6	7	8
RXFP1 antagonist	-16.2	-3.5	-32.0	/	20.9	-8.0	-2.3	10.1
D1 ag	0.2	-1.4	-0.4	1.1	-0.5	-0.3	0.5	0.8
TRHR PAM	-8.3	6.5	0.9	5.2	-3.5	1.6	5.4	7.4
TRHR agonist	0.1	-0.1	-0.1	-0.1	-0.7	-0.6	-0.3	0.5
D2 potentiator	-16.1	2.7	-6.4	11.4	11.8	/	/	13.6
RXFP1 agonist	0.0%	1.0%	2.4%	-0.6%	-0.9%	0.5%	1.5%	-3.2%
D1 antag	6.3	-6.6	3.5	7.3	-5.0	-1.5	-0.3	3.3
Apoferritin bind	/	?	-11.6%	-4.4%	-2.5%	-8.2%	-0.3%	0.4%
D1 PAM	3.5	-6.2	-3.0	0.6	-6.9	-10.9	1.1	-7.5

9) O=S(N1CCCCC1)C12CC3CC(CC(C3)C1)C2 (stereo not drawn)
10) COc1ccc(NCc2n[nH]nc2-c2ccccc2)cc1Cl
11) Cc1ccc(NC2=CC(=O)CC(c3ccco3)C2)c(N)c1 (stereo not drawn)
12) COc1ccc(CCN2CC(C(=O)NC3CCOCC3)CCC2=O)cc1 (stereo not drawn)
13) COCc1ccc(CN2CCCC(C(=O)Nc3ccc(-c4cccc(OC)c4)cc3)C2)o1 (stereo not drawn)
14) CSCCC(=O)N1CCCC(CNC(=O)c2ccc(-c3ccccc3)cc2)C1 (stereo not drawn)
15) O=C(NCc1ccco1)c1ccc2c(c1)N(Cc1ccc(F)cc1)C(=O)c1ccccc1S2(=O)=O
16) CC(C)=CC(=O)Nc1ccccc1C(N)=O

assay / compound	9	10	11	12	13	14	15	16
RXFP1 antagonist	-26.9	-4.9	-4.7	-9.7	-31.4	-2.6	1.7	-9.2
D1 ag	2.2	-1.6	1.1	3.4	9.7	0.1	3.7	0.2
TRHR PAM	3.6	3.1	-1.8	6.8	-5.4	12.5	-0.7	0.3
TRHR agonist	-0.7	0.4	0.0	0.1	1.3	-0.4	1.2	-0.2
D2 potentiator	/	6.6	-5.6	-8.1	-9.8	14.5	-2.9	6.9
RXFP1 agonist	0.0%	0.3%	-1.8%	2.2%	1.3%	-0.5%	-1.1%	0.4%
D1 antag	-5.4	-14.4	5.4	0.3	-5.8	1.9	-13.6	0.4
Apoferritin bind	-13.1%	-17.3%	-15.7%	-8.4%	-8.8%	-15.3%	-13.1%	-10.7%
D1 PAM	-1.6	-8.1	-2.0	-9.2	-6.1	10.2	4.0	8.8

17) CCCc1c(NC(=O)Nc2ccc(F)cc2)cnn1-c1ccc(Cl)cc1
18) COc1cccc2sc(N(CCCN(C)C)C(=O)c3ccc(S(=O)(=O)N4CCc5ccccc5C4)cc3)nc12
19) CC(=O)Nc1ccc2c(c1)nc1n2CCSC1
20) CN1CCN(C(=O)CSc2nc3c(c(=O)n(C)c(=O)n3C)n2C)CC1
21) COc1ccc(OC)c(S(=O)(=O)N2CCN(Cc3nc4ccc(C)cc4o3)CC2)c1
22) CN1CCN(c2ccc(Cl)cc2NC(=O)c2cccc(S(=O)(=O)N(C)C)c2)CC1
23) CC1(C)Cc2c(sc(NC(=O)/C=C/C(=O)O)c2C#N)CO1
24) CCCn1c(=O)c(C(=O)Nc2ccccc2C(=O)OC)c(O)c2ccccc21

assay / compound	17	18	19	20	21	22	23	24
RXFP1 antagonist	-1.3	-31.4	12.6	-12.6	1.5	-5.9	2.4	-18.5
D1 ag	19.4	22.1	1.6	0.1	-1.2	41.1*	0.8	2.6
TRHR PAM	-0.7	1.9	-3.6	4.0	-0.6	-1.1	-0.9	1.5
TRHR agonist	1.7	1.3	0.6	0.6	-1.0	2.5	1.2	0.0
D2 potentiator	/	-15.8	-10.5	/	9.0	-4.2	-0.5	-7.2
RXFP1 agonist	2.8%	-0.2%	1.0%	?	-0.7%	-3.9%	-0.7%	2.4%
D1 antag	-43.1*	2.5	3.8	-16.5	3.3	-3.9	-9.7	-7.6
Apoferritin bind	-8.6%	?	21.0%	5.1%	-2.2%	-18.8%	10.3%	-9.9%
D1 PAM	-4.3	-0.5	8.5	-3.6	1.4	0.1	0.7	4.0

# Record cards (already shown):
# CC1(C)Cc2c(sc(NC(=O)/C=C/C(=O)O)c2C#N)CO1 in the list: RXFP1 antagonist: 2.4; D1 ag: 0.8; TRHR PAM: -0.9; TRHR agonist: 1.2; D2 potentiator: -0.5; RXFP1 agonist: -0.7%; D1 antag: -9.7; Apoferritin bind: 10.3%; D1 PAM: 0.7
# COc1ccc(OC)c(S(=O)(=O)N2CCN(Cc3nc4ccc(C)cc4o3)CC2)c1 in the list: RXFP1 antagonist: 1.5; D1 ag: -1.2; TRHR PAM: -0.6; TRHR agonist: -1.0; D2 potentiator: 9.0; RXFP1 agonist: -0.7%; D1 antag: 3.3; Apoferritin bind: -2.2%; D1 PAM: 1.4

# The listing continues:
25) COc1cc(NC(=O)CSc2nnc3ccc(-c4ccncc4)nn23)cc(OC)c1
26) Cc1ccccc1NC(=O)c1ccc2nc(Cc3ccccc3)oc2c1
27) CCCCSc1nc(C)c(CC(=O)O)c(=O)[nH]1
28) O=C(Nc1ccncc1)c1ccc(Cl)c(Cl)c1
29) COc1ccc(CNc2ccc(S(=O)(=O)N3CCN(C)CC3)cn2)cc1OC
30) Cc1ccc(NC(=O)c2ccc3nc[nH]c3c2)nc1
31) CCOC(=O)c1cc(C#N)c(N2CCN(c3ccccn3)CC2)nc1-c1ccccc1
32) CCOC(=O)c1sc2nc(N3CCCC3)c3c(c2c1N)CC(C)(C)OC3

assay / compound	25	26	27	28	29	30	31	32
RXFP1 antagonist	-26.7	-31.8	-20.9	-6.3	-13.4	5.9	-6.9	-3.7
D1 ag	0.5	3.0	2.8	10.6	1.6	0.0	2.3	-0.6
TRHR PAM	-2.3	5.3	4.5	-5.5	-4.2	17.7	-4.4	1.6
TRHR agonist	-0.4	0.1	0.0	-0.3	0.9	1.5	-2.3	0.4
D2 potentiator	2.0	-11.5	-3.9	-4.1	-1.3	-4.4	-5.8	-9.5
RXFP1 agonist	5.2%	2.0%	1.3%	0.2%	2.0%	-0.3%	4.3%	1.1%
D1 antag	15.6	8.8	2.6	-4.4	-16.4	9.3	-19.5	12.3
Apoferritin bind	-8.4%	-7.6%	-8.0%	-6.4%	/	-5.2%	-2.0%	-15.9%
D1 PAM	0.3	0.6	-1.1	-2.5	-9.2	-1.6	-2.4	4.4

# Three compounds already listed, ordered by the number in D2 potentiator, rising:
no. | Compound | D2 potentiator
13 | COCc1ccc(CN2CCCC(C(=O)Nc3ccc(-c4cccc(OC)c4)cc3)C2)o1 (stereo not drawn) | -9.8
30 | Cc1ccc(NC(=O)c2ccc3nc[nH]c3c2)nc1 | -4.4
21 | COc1ccc(OC)c(S(=O)(=O)N2CCN(Cc3nc4ccc(C)cc4o3)CC2)c1 | 9.0

# The listing continues.
nr	SMILES	RXFP1 antagonist	D1 ag	TRHR PAM	TRHR agonist	D2 potentiator	RXFP1 agonist	D1 antag	Apoferritin bind	D1 PAM
33	Cn1c(COc2ccccc2)nnc1SCCN1CCOCC1	-11.0	2.3	0.7	0.7	-0.3	0.1%	-2.1	-12.6%	3.5
34	O=C(NC1CCCCC1)C(c1ccc(F)cc1)N(C(=O)Cc1ccsc1)c1ccc(F)cc1 (stereo not drawn)	-4.0	29.5	3.8	0.4	8.5	1.1%	5.6	-3.9%	-4.0
35	Cc1cccc(NC(=O)CN(C)S(=O)(=O)c2ccc3c(c2)c(=O)n(C)c(=O)n3C)c1C	/	0.0	-11.4	0.1	-1.5	9.7%	18.6	-6.6%	1.4
36	CC(C)CN1C(=O)C(=O)N(CC(=O)NCc2ccc3c(c2)OCO3)C1=O	-9.9	-0.3	-1.5	-0.1	8.6	1.1%	5.9	-14.4%	3.0
37	Cc1c(-c2nc(N)nc(Nc3ccccc3)n2)oc2ccccc12	1.8	0.4	1.1	0.4	3.1	-0.4%	12.6	-14.7%	5.0
38	Cc1ccc(C(=O)Nc2cc([N+](=O)[O-])ccc2C)cc1	-1.3	0.5	-2.9	-0.3	23.2	1.7%	2.0	-3.0%	-5.6
39	O=C(COC(=O)c1cc(S(=O)(=O)NCc2ccccc2)ccc1O)c1cc2ccccc2o1	4.8	1.8	4.3	0.4	3.8	2.1%	-62.1*	-8.3%	-4.3
40	CC(=O)NC1=NC(=O)C(C)S1 (stereo not drawn)	-3.6	1.6	0.8	0.0	-2.4	-1.3%	20.0	-8.4%	4.5
41	O=C(Nc1ccc(S(=O)(=O)C(F)F)cc1)c1cccc(S(=O)(=O)N2CCOCC2)c1	-7.9	4.2	-6.3	0.8	2.5	-1.8%	-3.4	0.1%	-8.5
42	COc1ccc([N+](=O)[O-])cc1NS(=O)(=O)Cc1ccccc1	0.3	6.6	-2.2	0.0	7.4	0.4%	-17.7	-9.6%	-4.2
43	CCOc1ccc(C(=O)CCC(=O)Nc2ncccc2O)cc1	1.2	1.7	11.8	5.3	-8.3	1.0%	7.1	/	-6.4
44	CC1CN(C(=O)c2cccc(S(=O)(=O)Nc3cc(Cl)ccc3Cl)c2)CC(C)O1 (stereo not drawn)	-7.5	5.7	0.8	0.2	0.3	-0.4%	52.4	-3.5%	1.1
45	COc1ccccc1CNC(=O)c1sc2nc3n(c(=O)c2c1C)CCC3	-13.8	0.0	-4.3	-0.1	-10.8	0.2%	4.0	-5.8%	-3.9
46	O=C(Cc1c[nH]c2ccccc12)NCc1ccco1	4.1	3.4	-4.3	-0.3	/	0.1%	1.0	-4.1%	12.8
